SMN2 splice enh: increases expression of the SMN2 splice variant | Potency, µM (top dose mostly 46.1 µM), for the others: top-dose activity change, positive = activation, most hits filed as activators | HEK293 SMN2-luciferase splicing reporter, luminescence, 30-36 h | 210,000 tested, 2.8% active; note: % of control where 0% means no effect; nearly all actives have a fitted effect of over 55% in size
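qHTS luciferase splicing reporter: luminescence rises when SMN2 exon 7 is included in transfected HEK293 cells. Compound exposure lasted 30-36 h at 37C, with 4.5 mM final sodium butyrate as control, followed by a ONE-Glo read.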
aGal spleen mod: inhibitors or activators of human alpha-galactosidase in spleen homogenate; AID 2107; P06280; 240,000 tested, 0.008% active; human spleen homogenate, 4MU-alpha-Gal fluorescence, 40 min; Potency, µM (doses to about 80 µM), without a hit: at the top dose activity change, negative = inhibition, most hits filed as inhibitors;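 note: 0% = enzyme with vehicle and -100% = no enzyme basal signal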
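Spleen homogenate 1 ug + cpd (titration) + 4-MU-alpha-D-galactopyranoside 1 mM; 37C 40 min; 50 mM citrate/phosphate pH 5.0, 0.01% Tween-20; stop pH 10; fluorescence 365/440; AC50 via Hill.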
ALDH1A1 block: ALDH1A1 (human) enzyme inhibition; P00352; 220,000 tested, 7.3% active; Purified ALDH1A1, NADH fluorescence, propionaldehyde substrate; Potency, µM (doses to about 75.3 µM), without a hit: top-dose activity, negative = inhibition, usual class: inhibitors; AID 1030; active = well fitted inhibition curve with a large enough effect, not every such curve was filed as active; inconclusive = small, poorly fitted or top-dose-only effect, or another doubt; inactive = no such curve, though single readings can be large or run the other way;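 note: plate controls were no enzyme wells and a reference inhibitor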
Target sequence (P00352 whole entry, looked up): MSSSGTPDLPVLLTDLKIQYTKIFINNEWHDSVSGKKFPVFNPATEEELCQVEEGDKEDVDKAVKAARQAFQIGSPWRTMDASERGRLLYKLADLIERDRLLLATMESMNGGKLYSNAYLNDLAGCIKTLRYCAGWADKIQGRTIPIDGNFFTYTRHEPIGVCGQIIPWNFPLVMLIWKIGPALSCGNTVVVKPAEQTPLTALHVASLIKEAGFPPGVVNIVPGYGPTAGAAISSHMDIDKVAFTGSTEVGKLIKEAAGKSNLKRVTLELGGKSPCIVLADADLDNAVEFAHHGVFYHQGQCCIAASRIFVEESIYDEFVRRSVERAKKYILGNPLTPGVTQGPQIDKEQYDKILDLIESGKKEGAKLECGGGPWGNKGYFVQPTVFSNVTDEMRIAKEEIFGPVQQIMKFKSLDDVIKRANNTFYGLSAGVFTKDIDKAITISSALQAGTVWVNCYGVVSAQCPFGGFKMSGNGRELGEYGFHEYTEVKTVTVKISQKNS
GAA inhib: blocks human lysosomal alpha-glucosidase; AID 1466; purified human GAA, 4-MU-alpha-glucoside fluorescence; Potency, µM (doses to about 76.9 µM), inactives show at the top dose activity change, negative = inhibition, usual class: inhibitors; P10253; 200,000 tested, 0.005% active;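 note: plate controls were uninhibited enzyme wells for no effect and no-enzyme background for full effect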
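Human alpha-glucosidase, 4 nM, pre-mixed with test compounds before 400 uM 4-methylumbelliferyl substrate; 20 min room temperature at pH 5.0. Fluorescence read after pH 10 stop; AC50 values from Hill-equation fits.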
GoLoco inh red: blocks human Gai1 binding to RGS12 GoLoco peptide, red readout; P63096; Gai1:RGS12 GoLoco peptide FP, rhodamine, 10 min; Potency, µM (titrated, usually from 61.6 µM), for inactives: at the highest dose activity, negative = inhibition, actives largely listed as inhibitors; 230,000 tested, 0.44% active; active = well fitted inhibition curve with a large enough effect, not every such curve was filed as active; inactive = no such curve, though single readings can be large or run the other way; note: % is set by controls: 0 for no effect and ±100 for the full control effect; nearly all actives have a fitted effect of over 30% in size; many of its hits are not listed in these tables
GAA glycogen mod: alters human alpha-glucosidase cleavage of glycogen; P10253; recombinant GAA, glycogen substrate, Amplex Red glucose oxidase fluorescence; Potency, µM (series often up to 76.4 µM), for inactives: top-dose activity change, negative = inhibition, usual class: inhibitors; 300,000 tested, 0.38% active;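 note: 0% = full enzyme reaction and -100% = no-enzyme basal signal; the screen sought inhibitors and activators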
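Recombinant enzyme (4 nM final) with compounds titrated up to 77 uM and bovine liver glycogen (30 ug) in citrate pH 5.0, 0.01% Tween-20, 37 C 40 min. Released glucose detected by Amplex Red/glucose oxidase (Ex 573/Em 610); AC50 from Hill fits.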
JMJD2E inh: inhibitors of human JMJD2E histone demethylase; B2RXH2; JMJD2E catalytic domain, FDH-coupled NADH fluorescence (FDH is formaldehyde dehydrogenase); Potency, µM (highest dose often 57.1 µM), without a hit: at the highest dose activity change, negative = inhibition, actives largely listed as inhibitors; 230,000 tested, 1.6% active; AID 2147; active = well fitted inhibition curve with a large enough effect, not every such curve was filed as active; inconclusive = small, poorly fitted or top-dose-only effect, or another doubt; inactive = no such curve, though single readings can be large or run the other way;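 note: 0% = wells with enzyme and -100% = buffer wells without enzyme; nearly all actives have a fitted effect of over 50% in size; many of its hits are not listed in these tables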
Target sequence (B2RXH2 1-337 limits assumed): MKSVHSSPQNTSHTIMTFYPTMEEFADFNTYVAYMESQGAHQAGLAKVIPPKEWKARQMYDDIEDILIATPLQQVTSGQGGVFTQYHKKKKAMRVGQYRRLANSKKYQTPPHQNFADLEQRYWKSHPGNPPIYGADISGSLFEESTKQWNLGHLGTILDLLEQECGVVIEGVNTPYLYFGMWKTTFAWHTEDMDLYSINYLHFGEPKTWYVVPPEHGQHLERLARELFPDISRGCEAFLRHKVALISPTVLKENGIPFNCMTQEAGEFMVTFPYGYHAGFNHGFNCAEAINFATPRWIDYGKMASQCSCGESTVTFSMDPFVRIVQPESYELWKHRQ
aGlu spleen mod: lysosomal alpha-glucosidase (human) modulation; 240,000 tested, 0.006% active; human spleen homogenate, 4-MU-alpha-glucoside fluorescence; P10253; Potency, µM (doses to about 79.9 µM), for the others: at the top dose activity change, negative = inhibition, actives largely listed as inhibitors;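 note: 0% = enzyme with vehicle and -100% = no enzyme basal signal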
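Human spleen homogenate (1 ug) with 4-methylumbelliferyl-alpha-D-glucopyranoside (1 mM final) in 50 mM citrate/phosphate pH 5.0, 0.01% Tween-20; 40 min at 37 C. Stopped at pH 10; 4-MU fluorescence Ex 365/Em 440 nm; AC50 by Hill fit.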
An asterisk follows results filed as active; ? = inconclusive; . = no result given; & = joins results of further samples; [ ] = another dose, or the depositor's remark. Unless noted, calls come from the whole dose curve; as a rule, active = well fitted curve in the direction sought with a large enough effect; inconclusive = small, poorly fitted or top-dose-only effect, or another doubt; inactive = no such curve, though single readings can be large; an effect the other way counts as inactive or inconclusive. Potency is the fitted concentration of half-maximal effect.

Sample of the layout (2 entries):
SMILES	SMN2 splice enh	aGal spleen mod	ALDH1A1 block	GAA inhib	GoLoco inh red	GAA glycogen mod	JMJD2E inh	aGlu spleen mod
COc1ccc(OC)c(N=Cc2c(O)n(Cc3ccccc3)c(=S)[nH]c2=O)c1	.	8%	?	3%[15.4 µM]	29%	-3%	-15%	13%
O=c1[nH]c(=O)n(Cc2ccco2)c(O)c1C=NCCN1CCNCC1	.	-1%	-14%	-19%	8%	3%	1%	4%

The listing (from the top)
SMILES	SMN2 splice enh	aGal spleen mod	ALDH1A1 block	GAA inhib	GoLoco inh red	GAA glycogen mod	JMJD2E inh	aGlu spleen mod
COc1ccc(OC)c(N=Cc2c(O)n(Cc3ccccc3)c(=S)[nH]c2=O)c1	.	8%	?	3%[15.4 µM]	29%	-3%	-15%	13%
O=c1[nH]c(=O)n(Cc2ccco2)c(O)c1C=NCCN1CCNCC1	.	-1%	-14%	-19%	8%	3%	1%	4%
N#CC1(O)CCCCC1	5%	5%	28µM*	.	-6%	.	.	-5%
Cc1cccc(-n2c(C)nc3ccccc3c2=O)n1	15%	-3%	10%	4%	-9%	0%	11%	-4%
Oc1cc2c(cc1O)[C@H]1c3ccccc3CN[C@H]1CC2	-3%	-6%&6%	?	.	-17%&-20%	.	25µM*	-2%&6%
CCN(CC)P(=O)(c1nccn1C)N(CC)CC	-5%	4%	4%	-20%	-2%	2%	1%	-3%
Nc1nc(SCCC(F)=C(F)F)n[nH]1	-5%	6%	5%	2%	8%	-3%	5%	4%
CCOc1ccc(Cn2c(=O)oc3ccc(C)cc32)cc1OC	-22%	-5%	13%	4%	4%	-4%	?	-8%
Cc1cc(Cl)ccc1N=Cc1c(O)n(C)c(=O)n(C)c1=O	1%	19%	?	10%	4%	1%	-2%	-1%
O=C(Cc1ccc(Br)cc1)N1CCN(Cc2ccccc2)CC1	16%	5%	?	-2%	11%	6%	-1%	-6%
Cn1c(O)c(C=NCCN2CCNCC2)c(=O)n(C)c1=O	-2%	3%	2%	-1%	7%	3%	4%	-3%
CC(C)n1c(=O)c(C=Nc2ccc(F)cc2)c(O)n(Cc2ccco2)c1=O	-2%	-1%	11µM*	2%	13%	6%	-6%	-4%
CN1C(=O)/C(=C\c2ccc(N3CCCCC3)o2)C(=O)NC1=S	7.1µM*	1%	?	-4%	268%[activator]	-2%	-4%	-4%
COc1ccc2oc3c(c2c1)NC(=O)CN=C3c1ccccc1	.	2%	?	-5%	-3%	2%	-8%	7%
COc1cc(C(C#N)N2CCOCC2)ccc1O (stereo not given)	.	-2%	14µM*	-11%	.	-13%	?	-15%

Seven compounds from above with just aGlu spleen mod, aGal spleen mod and ALDH1A1 block.
Structure	aGlu spleen mod	aGal spleen mod	ALDH1A1 block
Cc1cccc(-n2c(C)nc3ccccc3c2=O)n1	-4%	-3%	10%
Oc1cc2c(cc1O)[C@H]1c3ccccc3CN[C@H]1CC2	-2%&6%	-6%&6%	?
CCN(CC)P(=O)(c1nccn1C)N(CC)CC	-3%	4%	4%
Nc1nc(SCCC(F)=C(F)F)n[nH]1	4%	6%	5%
CCOc1ccc(Cn2c(=O)oc3ccc(C)cc32)cc1OC	-8%	-5%	13%
Cc1cc(Cl)ccc1N=Cc1c(O)n(C)c(=O)n(C)c1=O	-1%	19%	?
O=C(Cc1ccc(Br)cc1)N1CCN(Cc2ccccc2)CC1	-6%	5%	?

Other compounds follow:
SMILES	SMN2 splice enh	aGal spleen mod	ALDH1A1 block	GAA inhib	GoLoco inh red	GAA glycogen mod	JMJD2E inh	aGlu spleen mod
COc1ccc(CNCC(=O)N2CCC3(CC2)OCCO3)cc1	4%	4%	?	4%	-1%	3%	?	-2%
O=C1CCN(C(=O)C(Cl)Cl)N1	-6%	-5%	12%	1%	3%	5%	-19%	-12%
O=P(Nc1ccccc1Cl)(c1ccccc1)c1nc2c(s1)CCCC2 (stereo not given)	-5%	-7%	-13%	-12%	-4%	5%	1%	-3%
COc1ccc2nc(NC3=NCCN3)sc2c1	10µM*	0%	5%	-3%	9%	1%	3%	-7%
CC(=O)c1cn(Cc2ccccc2C#N)c2ccccc12	.	1%	25µM*	4%	134%[activator]	9%	-10%	4%
Cc1ccccc1-n1c(O)c(/C=N/c2nccs2)c(=O)[nH]c1=O	32%&4%	3%&-6%	3%	1%&-7%	14%&23%	6%&-3%	1%&-5%	6%&-13%
C=C(CC1(C(C)NP(=O)(c2ccccc2)c2ccccc2)CC1)c1ccccc1 (stereo not given)	-5%	1%	5%	.	7%	.	-8%	-14%
CCCCSP1(=S)NCCCO1 (stereo not given)	.	4%	3%	8%	.	18%	0%	7%
O=c1[nH]c(=O)n(CCC2=CCCCC2)c(O)c1C=Nc1cccc(F)c1	16%	2%	?	?	7%	6%	14%	-4%
COc1cc([C@@H]2c3cc4c(cc3[C@H](O)[C@H]3COC(=O)[C@H]23)OCO4)cc(OC)c1OC	-35%&-19%[inhibitor]	-13%&-2%&7%&5%	0%&9%&16%&6%	4%[15.4 µM]	4%&1%&2%&11%	7%	-16%&12%&10%	4%&9%&-9%&0%
CC(C)C(=O)N1CCN(CCN=Cc2c(O)n(C)c(=O)n(C)c2=O)CC1	9%	3%	-13%	-5%	-4%	12%	-10%	-4%
CN(C)CC#CCC(O)(c1ccccc1)C1CCCC1 (stereo not given)	14%	10%	11%	1%	-13%	2%	1%	1%
CC(=O)C1(c2ccccc2)CCNCC1	2%	5%	13%	-5%	12%	4%	-3%	0%
CC(c1ccccc1)n1cncc1C(=O)N1CCCC1=O (stereo not given)	-76%[inhibitor]	-1%	0%	3%	6%	-7%	2%	-6%
Cc1ccsc1C(=O)C1CCCN(Cc2c(C)nn(C(C)C)c2C)C1 (stereo not given)	.	-3%	11%	-1%	9%	-2%	4%	-6%
c1ccc2c(NC3=NCCS3)cccc2c1	27%	-2%	5%	-5%	-5%	2%	-12%	-2%
Cc1c(N=Cc2c(O)n(Cc3ccco3)c(=O)[nH]c2=O)c(=O)n(-c2ccccc2)n1C	3%	-5%	?	-4%	7%	-2%	-14%	-5%
CC(=O)N(C1=NCCCS1)c1ccc(Cl)cc1	-27%	-1%	-1%	0%	5%	5%	0%	-2%
O=c1[nH]c(=S)[nH]c(O)c1N=Nc1ccc(S(=O)(=O)N2CCOCC2)cc1	.	-1%	.	.	-2%	3%	-6%	-5%
O=C(CCn1nc(-c2ccc(Cl)cc2)ccc1=O)N1CCC2(CC1)OCCO2	-19%	0%	-13%	0%	-2%	1%	-6%	8%
Cc1ccc(OCC(=O)N2CCN(CC3CC4C=CC3C4)CC2)cc1 (stereo not given)	-6%	4%	?	11%	-16%	0%	?	5%
Cc1ccc(C2CC(=O)C(C=NCCN3CCN(C(=O)Cc4ccccc4)CC3)=C(O)C2)cc1 (stereo not given)	-4%	-2%	-15%	-1%	-10%	3%	6%	0%
O=c1[nH]c(=O)n(-c2ccccc2)c(O)c1N=Nc1ccc(Br)cc1	10%	-4%	-2%	-13%	8%	-6%	0%	-7%
NC(N)=N/N=C\c1c(Cl)cccc1Cl	-5%	7%	2%	.	10%	.	-1%	-3%
CN1C(=O)NC(=O)/C(=C/c2ccc([N+](=O)[O-])s2)C1=O	.	-10%	.	.	-3%	-13%	22µM*	-7%
CC(C)c1cccc(C(C)C)c1OCCn1ccnc1	18%	5%	10%	-9%	4%	4%	-5%	-3%
O=C(N/N=C/c1c(O)n(CCc2ccc(F)cc2)c(=O)[nH]c1=O)c1ccccc1	.	-2%	.	.	3%	-1%	20µM*	-7%
O=C(C(=O)N1CCOCC1)c1cn(Cc2ccc(F)cc2)c2ccccc12	.	-4%	.	.	-4%	2%	-1%	-1%
O=c1[nH]c(=O)n(C2CCCCC2)c(O)c1C1NCCc2ccccc21 (stereo not given)	19%	-6%	?	-8%	0%	1%	7%	-7%

These rows are one share of the data, so the mix of outcomes need not match the whole.
